ABCB6 inh MLPCN = ABCB6 transporter inhibitors, primary screen, K562-ABCB6 cells, flow cytometry, MLPCN library; actives 0.19% (n = 360,000); K562-ABCB6 porphyrin accumulation, 1 h; hits give low values; fluorescence ratio to DMSO, % at 10 µM; AID 602162, 2011;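 active = fluorescence ratio to DMSO below 75%, the collection mean minus 3 SD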;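 note: signal is porphyrin accumulated inside mitochondria; 100% equals median channel fluorescence of DMSO control wells; lower ratio means ABCB6 inhibition with less porphyrin fluorescence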
Target sequence (Q9NP58 whole entry, looked up): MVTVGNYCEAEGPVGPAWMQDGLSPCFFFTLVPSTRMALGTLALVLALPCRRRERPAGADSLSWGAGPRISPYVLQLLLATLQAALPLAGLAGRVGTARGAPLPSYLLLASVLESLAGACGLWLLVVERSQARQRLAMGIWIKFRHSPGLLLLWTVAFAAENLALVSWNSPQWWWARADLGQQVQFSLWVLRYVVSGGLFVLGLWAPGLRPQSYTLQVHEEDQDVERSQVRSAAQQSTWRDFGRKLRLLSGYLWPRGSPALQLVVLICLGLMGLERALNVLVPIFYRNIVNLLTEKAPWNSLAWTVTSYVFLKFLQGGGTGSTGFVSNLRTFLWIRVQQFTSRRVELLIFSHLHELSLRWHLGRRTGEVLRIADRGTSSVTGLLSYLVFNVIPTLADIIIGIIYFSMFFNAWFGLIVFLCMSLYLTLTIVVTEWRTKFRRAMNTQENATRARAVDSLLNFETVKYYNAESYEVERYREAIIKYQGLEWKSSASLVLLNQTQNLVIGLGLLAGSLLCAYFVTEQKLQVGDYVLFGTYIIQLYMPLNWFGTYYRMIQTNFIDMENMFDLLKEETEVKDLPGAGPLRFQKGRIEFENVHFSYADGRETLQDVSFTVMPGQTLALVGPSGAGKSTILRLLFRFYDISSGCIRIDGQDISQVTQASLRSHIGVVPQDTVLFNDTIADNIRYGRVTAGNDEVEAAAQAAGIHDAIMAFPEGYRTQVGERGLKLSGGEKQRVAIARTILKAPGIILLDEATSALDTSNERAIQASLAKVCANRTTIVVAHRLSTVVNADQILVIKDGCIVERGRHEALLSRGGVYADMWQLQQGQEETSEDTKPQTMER
CaV13 FRET inh = Primary screen for inhibitors of IQ motif and Ca2+-dependent inactivation inhibitor domain binding in CACNA1D, Förster resonance energy transfer in living cells, …; HEK cells, CFP/YFP FRET ICDI-IQ, plate reader, 10 min; percent FRET-ratio fall versus neutral wells; inhibition, % at 12.3 µM; actives 0.098% (n = 340,000); AID 743397;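 active = mean replicate inhibition of at least 30% and at least 1% of replicates passing that level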;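 note: 0% = median of the neutral control wells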
MC4R antag cAMP = MC4R antagonists of cAMP signaling, primary screen, cell-based, TR-FRET, antagonist arm of biased-ligand search; Melanocortin receptor 4 (Homo sapiens), P32245; MC4R-expressing cells, MTII-stimulated cAMP, LANCE TR-FRET; inhibition, % at 6.5 µM; actives 0.48% (n = 360,000); AID 540295, 2011;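 active = inhibition above its plate's cutoff, the mean of tested wells on that plate plus 3 SD, cut at about 29% in these data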;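 note: 0% = Melanotan II alone and 100% = Melanotan II plus saturating MCL0020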
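Material: human MC4R-expressing U2OS cells. Probe or stimulus: Melanotan II challenge. Dosing: 6.5 µM single dose. Times: 30-min compound, 1-h challenge, 1-h detection, room temperature. Technique: TR-FRET with Eu-cAMP and labeled anti-cAMP, 671 nm. Replication: singlicate.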
Vif imaging = HIV Vif self-association inhibitors, primary screen, imaging, HEK293T, single point. actives 0.35% (n = 340,000). inhibition, % at 7.49 µM. HEK293T cells, Vif self-association by quenched fluorescence, 24 h; in the data active = inhibition above about 50%, passing the limit was not always enough; note: some results filed as inactive read as strong as hits
aDG glyco act = activators of alpha-DG glycosylation, primary screen, uHTS, Pro5-aDG cells, AlphaScreen | alpha-DG glycosylation AlphaScreen (IIH6); 0% Pro5, 100% B10-LARGE cell signal | activation, % at 10 µM | actives 0.22% (n = 360,000) | AID 624168, 2012;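 active = activation of at least 8% versus controls, or a plate z-score of at least 8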;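 note: Pro5 are CHO cells carrying HIG-tagged alpha-DG that lacks glycosylation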
Cardio protect = cardioprotection against H2O2-induced cell death, primary screen, uHTS, H9c2 cells, ATPLite luminescence; H9c2 cardiomyocytes, H2O2 injury protection, 2 h; protection from H2O2 cell death, % at 20 µM; actives 0.63% (n = 360,000); AID 588492, 2011;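 active = compounds giving at least 50% protection of heart cells from peroxide-induced death in the single-dose screen, raw or plate-pattern-corrected value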;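 note: 0% = DMSO wells with peroxide and 100% = DMSO wells without peroxide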
Glyco luc inh = increase of ERlucT glycosylation luciferase signal, primary screen, N-linked glycosylation inhibitor project, D54 ERlucT cells, luminescence, set 2; AID 588692, 2011; reporter increase, % at 12.5 µM; actives 0.23% (n = 360,000); D54 ERlucT glycosylation luciferase reporter, 24 h; percent of 100 nM tunicamycin response;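 active = mean luciferase reporter signal, scaled so untreated is 0 and the glycosylation-blocking control 100, at or above a set limit in every replicate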;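 note: luciferase carries N-glycosylation sites so blocking glycosylation raises the light; 0% = median of neutral control wells and 100% = median of 100 nM tunicamycin wells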
HTR2A ag = mouse Htr2a agonists via beta-arrestin recruitment, primary screen, cell-based, luminescence | actives 0.66% (n = 360,000) | 5-hydroxytryptamine receptor 2A (Mus musculus), P35363 | activation, % at 7.6 µM | CHO-K1 mHTR2A beta-arrestin complementation; percent of 30 µM serotonin response;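 active = activation above a run cutoff, the mean activation of all tested compounds plus 3 SD, cut at about 14% in these data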;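 note: 0% = plate median of compound wells and 100% = 30 µM serotonin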
MC4R barr agon = MC4R agonists recruiting beta-arrestin, primary screen, cell-based, luminescence, agonist arm of biased-ligand search | Melanocortin receptor 4 (Homo sapiens), P32245 | U2OS MC4R beta-arrestin complementation; percent of melanotan II response, DMSO zero | activation, % at 8.9 µM | actives 0.98% (n = 360,000);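 active = activation above a per-plate cutoff, the mean activation of sample wells on that plate plus 3 SD, cut at about 8% in these data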
PDI turbidity = inhibitors of human PDI, primary screen, biochemical, turbidity, single point, plate reader; Protein disulfide-isomerase (Homo sapiens), P07237; PDI insulin aggregation turbidity, A650, 90 min; inhibition, % at 10 µM; actives 0.052% (n = 350,000); AID 588391, 2011;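 active = mean inhibition across replicates of 30% or more, whatever share of single replicates reach that level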;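 note: absorbance from insulin aggregation driven by PDI reduction with DTT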
Active calls of the source: *; / = no result given. Outcome played no part in choosing rows, and some 3.6% of all compounds hit somewhere here.

Structure	ABCB6 inh MLPCN	CaV13 FRET inh	MC4R antag cAMP	Vif imaging	aDG glyco act	Cardio protect	Glyco luc inh	HTR2A ag	MC4R barr agon	PDI turbidity
CCCNc1c(NS(=O)(=O)c2ccc(C(C)(C)C)cc2)c(=O)oc2ccccc12	99	-7	5	13	1.7	-3	0	-3	11*	-1
COCCCNCC(=O)Nc1sc(C)c(C)c1C(=O)OC	97	/	0	-2	0.8	-1	0	1	-1.2	-8
O=C(CCCCC(=O)NC1CCCC1)NC1CCCC1	104	-19	11	0	0.0	9	3	2	-1.2	-8
CCC1CCCCN1CCCNC(=O)C1CCN(Cc2nc(-c3ccc(Cl)cc3)oc2C)CC1 (centres undefined)	103	/	9	6	3.5	-2	-8	-5	-3.5	-1
CC(C)C(NC(=O)c1ccccc1)C(=O)OCC(=O)N1CCN(c2ccccc2)CC1 (centres undefined)	97	-17	2	5	0.0	11	-2	1	-1.6	0
CC(=O)N[C@H]1[C@H](OCc2ccccc2F)O[C@H](COC(C)=O)[C@@H](OC(C)=O)[C@@H]1OC(C)=O	94	3	7	22	-0.1	7	4	0	-1.9	-3
O=C(NC(=S)NCCCN1CCOCC1)c1ccco1	97	-5	29*	4	-0.3	-3	1	-2	0.6	-1
CCOC(=O)C(=CNCC(=O)OC)C(=O)OCC	89	/	1	20	-0.1	13	-1	-1	-1.2	5
COc1ccccc1-c1c(C(F)(F)F)oc2c(CN(C)C)c(O)ccc2c1=O	95	-6	-7	6	-0.2	-2	0	0	-1.8	-23
COc1ccc(CCN2C(=O)C3CC(C)=C(C)CC3C2=O)cc1OC (centres undefined)	97	-5	5	28	0.2	4	1	2	-0.4	1
Cn1ccnc1C1CCCCN1Cc1nc(Cc2cccc(C(F)(F)F)c2)no1 (centres undefined)	98	-4	16	3	0.2	-4	1	0	-2.1	2
Cc1c(C(=O)NCC2CC2)sc(=O)n1Cc1cccc(F)c1	104	-17	1	-3	-0.1	-1	2	15*	1.1	-8
CN(C)CCN1C(=O)NC(C)(c2ccc([N+](=O)[O-])cc2)C1=O (centres undefined)	97	-4	0	-7	-0.3	-2	0	3	0.2	0
Clc1ccc(N2CCN(Cc3c[nH]c4ncccc34)CC2)cc1	99	-5	3	3	0.3	-15	-2	-8	0.5	2
CC1(C)CC(=O)C/C(=N/Nc2nc3ccccc3s2)C1	121	-3	3	-5	1.1	2	-11	-7	-3.9	2
Cc1ccc(-c2c(C(=O)N/N=C/c3cccs3)nnn2-c2nonc2N)cc1	96	/	-2	15	-0.3	10	2	1	-4.7	-2
Cc1ccc(OCC(=O)NNC(=O)c2cc3ccccc3o2)cc1	94	-4	10	16	-0.2	5	3	1	-1.3	-3
Cc1cc(C(=O)NCc2ccc3c(c2)OCO3)ccc1[N+](=O)[O-]	98	-6	0	6	0.3	2	-2	1	-0.5	1
OCCN1CCN(c2ncnc3nc[nH]c23)CC1	99	-8	7	-4	-0.1	8	0	0	-0.6	9
Cc1nc2ccccc2c(=O)n1/N=C/c1ccccc1	93	/	11	22	0.1	-2	2	1	0.3	13
COCCCN(C(=S)Nc1ccc(C)cc1Cl)C(C)c1ccncc1 (centres undefined)	98	-16	17	1	0.0	-1	-2	-1	1.9	0
C/C(=N\Nc1ccc2nncn2n1)c1ccccn1	91	-3	-6	9	1.1	58*	-11	1	-0.9	3
CCOC(=O)C1(CCc2ccccc2)CCN(Cc2cc(OC)c(OC)cc2OC)CC1	97	-7	6	-6	0.0	-5	0	-8	0.1	-40
COc1cc(C(O)c2nc(-c3cccc4cccnc34)cs2)ccc1F (centres undefined)	101	-11	2	2	0.1	-2	2	0	-0.7	3
O=C(Cc1cccs1)N/N=C/c1ccccc1	92	-21	0	6	-0.1	-2	1	-5	0.2	-9
CC(C)CN(C(=O)COC(=O)c1cccn1C)c1c(N)n(Cc2ccccc2)c(=O)[nH]c1=O	99	/	7	-3	-0.3	-1	-2	4	-2.5	0
N/C(=N\OC(=O)Oc1ccccc1)c1ccc(Cl)cc1	89	-6	-4	/	-0.1	3	1	4	-3.1	10
Cc1ccc(Cl)cc1N1CCN(C(=S)NCc2ccco2)CC1	105	-3	2	0	1.2	-5	-1	-6	-0.8	3
COc1ccc(-c2nnn(CC(=O)N(Cc3cccs3)C(C)C(=O)NCCC(C)C)n2)cc1OC (centres undefined)	96	/	8	2	0.2	22	1	0	-2.5	-8
CCN(CC)C1CCN(C(=O)c2cc(COc3ccc(F)cc3Cl)on2)C1 (centres undefined)	272	5	3	5	0.2	10	-4	-8	-0.6	-2
Cc1nc(CNS(=O)(=O)c2cc(C)c(C)cc2C)cs1	98	/	-1	-19	-0.1	7	2	2	-0.2	-7
O=C(COc1ccc(Cl)cc1)OCC(=O)N1CCCC1	103	-5	9	9	-0.1	0	1	1	-0.3	0
Cc1ncc(CN2CCC(C(=O)Nc3ccc(-n4cccn4)cc3)CC2)s1	95	-5	2	/	0.0	4	/	-3	-4.5	6
CSCC[C@H](NC(=O)[C@@H]1CSC2c3ccccc3C(=O)N21)C(=O)NC1CCCC1 (some centres undefined)	100	-14	6	10	-0.4	4	-2	2	-2.5	1
CSCCC(NS(=O)(=O)c1ccccc1F)C(=O)NC(C)c1ccccc1 (centres undefined)	95	2	-2	-4	0.5	21	-1	2	-1.0	4
O=C(NC1CCCCC1)C(c1ccco1)N(C(=O)c1csnn1)c1ccc(Cl)cc1 (centres undefined)	94	-4	27	-2	0.0	-3	-3	1	1.3	3
CCc1nnc(NC(=O)c2ccc(S(=O)(=O)N3CCCCCC3)cc2)s1	104	-5	2	12	0.1	15	-2	1	0.6	-7
O=C(NCc1cccs1)C12CC3CC(CC(C3)C1)C2	99	13	5	7	0.0	3	-3	-1	-1.6	-5
Cn1c(CSc2nc3ccccc3s2)nnc1SCC(=O)NCCCN1CCOCC1	86	-3	3	-1	-0.1	-9	0	6	-1.5	6
Cc1ccccc1-c1nn(-c2ccccc2)cc1C(=O)NCC(c1ccco1)N1CCCC1 (centres undefined)	91	-3	3	-1	0.1	10	1	-7	-0.9	-3
Cc1cc(NC(=O)c2nn3cccnc3c2Cl)no1	82	-10	9	8	-0.2	-2	-9	3	0.0	-2
C[C@H]1[C@H](C)CC[C@]2(C)CC[C@]3(C)C(=CC(=O)C4[C@@]5(C)CC[C@H](O)C(C)(C)C5CC[C@]43C)[C@H]12 (some centres undefined)	95	-5	7	-4	0.6	2	-6	7	1.7	5
COc1ccc(NC(=O)c2cc3ccccc3cc2O)cc1	95	-4	0	-7	-0.3	-4	-5	3	0.7	7
CCCCC1=CC2=CC(=O)C(C)(OC(=O)CC)C(=O)C2=CN1CCOC (centres undefined)	102	/	5	-1	0.0	1	2	4	0.6	0
CCc1cc2c3c(c(=O)oc2cc1OC)CCCC3	97	-5	-9	/	-0.3	-14	-2	-2	-0.7	1
O=C(c1ccccc1)c1ccc(N2CCCC2)cc1	101	/	15	/	0.1	-6	0	-4	-1.6	-2
Cc1cccc(-n2c(C)nc3cc(C(=O)NCC4CCCO4)ccc32)c1 (centres undefined)	98	-6	6	-6	-0.1	5	0	1	-1.6	4
COC(=O)C1=C(C(=O)OC)SC(=C2C(=S)C(C)(C)N(C(=O)C(C)C)c3ccccc32)S1	90	-5	9	/	-0.7	-23	-1	2	-1.7	-2
Cn1cnnc1SCc1ccc(C#N)cc1Cl	98	-7	-2	-4	-0.3	-5	0	1	-1.1	12
COc1ccc2[nH]c3c(c2c1)CCN1C(=O)C(CC(=O)NCC24CC5CC(CC(C5)C2)C4)C[C@H](C(=O)N(C(C)C)C(C)C)[C@@]31C (some centres undefined)	97	-8	1	-6	0.4	3	-4	2	0.9	-2
Clc1ccc(Oc2nc(N3CCOCC3)nc(N3CCOCC3)n2)cc1	98	-5	4	18	-0.3	2	-1	-5	-0.5	6
CC(=O)OCC(C)n1c(=O)c2ccccc2n1C(C)=O (centres undefined)	98	-4	/	/	0.0	/	/	-2	/	/
Fc1ccc(NC(=S)Nc2cccc(Cl)c2)cc1	102	-4	-4	-2	1.0	-8	0	1	-1.8	5
NC(=O)c1ccccc1NCC(=O)c1ccc(F)cc1	97	-14	7	-1	0.0	10	-1	-5	-2.4	15
CCc1ccc(NC(=O)Nc2ccon2)cc1	98	-8	5	-2	-0.1	-4	-2	-3	-0.8	-3
COC(=O)CNC(=O)CCc1nnc(C2(c3ccc(Cl)cc3)CCC2)o1	97	-15	18	-2	0.1	-5	1	10	0.4	1
O=C(CNC(=O)c1ccco1)N/N=C/c1ccc(O)c([N+](=O)[O-])c1	93	-5	-3	8	-0.3	0	1	0	-1.3	-6
COc1ccc(O)c(CN2CCCC(C(=O)Nc3cccc(-n4cccn4)c3)C2)c1 (centres undefined)	103	-6	2	/	-0.2	5	/	-6	-1.8	-2
Cc1cc(OC(C)C(=O)NCC2CCC(C(=O)O)CC2)c2c(C)c(Cc3ccccc3)c(=O)oc2c1 (centres undefined)	100	/	11	-6	-0.1	2	5	2	0.4	/
COc1ccc(OC)c(NC(=O)C(=O)NCc2ccncc2)c1	93	-6	1	28	0.0	2	1	4	-1.6	-2
Cc1ccccc1S(=O)(=O)N1[C@@H](c2ccc(F)cc2)C(C(=O)O)=CC[C@H]1c1ccc(Cl)cc1	100	-10	7	/	0.1	1	0	2	0.0	8
CCOC(=O)C(CO)NC(=O)C1(NC(C)=O)CCCC1 (centres undefined)	98	-10	1	-1	0.0	-4	1	0	-2.3	-13
CCc1nc2ccc(C(=O)NCCc3ccccn3)cn2c1N(C)Cc1ccc(N(C)C)cc1	98	-5	-3	2	-0.1	6	2	1	-0.1	14

Assay outcomes deposited in PubChem by several laboratories.
